Screening results deposited in PubChem by National Center for Advancing Translational Sciences (NCATS).
PI5P4K alpha inh: inhibitors of human PI5P4K alpha; hit rate 1.2% among 330,000; PI5P4Kalpha enzyme, ADP-Glo luminescence, 60 min; hits give low values; max response, %; P48426; active means max response of -50% or lower; inconclusive means between -30% and -50%; inactive means -30% or higher; further: value at the top dose of about 77 µM; on the % scale 0 is the no-effect control and ±100 the full control effect
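Human PI5P4Kalpha with substrate in 0.038 M HEPES pH 7.4, 0.28 mM EGTA, 0.1% CHAPS, 5% DMSO; reaction started with 5 microM ATP (final), 60 min at room temperature. ADP formed read by ADP-Glo luminescence.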
EPAC1 agonist: EPAC1 (human) agonism. O95398. EPAC1 agonist qHTS, biochemical assay; response scale: 100% = response to 6.5 mM cAMP. Potency, µM (doses to about 154 µM), for the others: at the highest dose activation, usual class: activators. hit rate 0.073% among 360,000. AID 720707; further: potency means the concentration at half of the fitted maximal effect; nearly all actives have a fitted effect of over 60% in size
Target sequence (O95398 whole entry, looked up): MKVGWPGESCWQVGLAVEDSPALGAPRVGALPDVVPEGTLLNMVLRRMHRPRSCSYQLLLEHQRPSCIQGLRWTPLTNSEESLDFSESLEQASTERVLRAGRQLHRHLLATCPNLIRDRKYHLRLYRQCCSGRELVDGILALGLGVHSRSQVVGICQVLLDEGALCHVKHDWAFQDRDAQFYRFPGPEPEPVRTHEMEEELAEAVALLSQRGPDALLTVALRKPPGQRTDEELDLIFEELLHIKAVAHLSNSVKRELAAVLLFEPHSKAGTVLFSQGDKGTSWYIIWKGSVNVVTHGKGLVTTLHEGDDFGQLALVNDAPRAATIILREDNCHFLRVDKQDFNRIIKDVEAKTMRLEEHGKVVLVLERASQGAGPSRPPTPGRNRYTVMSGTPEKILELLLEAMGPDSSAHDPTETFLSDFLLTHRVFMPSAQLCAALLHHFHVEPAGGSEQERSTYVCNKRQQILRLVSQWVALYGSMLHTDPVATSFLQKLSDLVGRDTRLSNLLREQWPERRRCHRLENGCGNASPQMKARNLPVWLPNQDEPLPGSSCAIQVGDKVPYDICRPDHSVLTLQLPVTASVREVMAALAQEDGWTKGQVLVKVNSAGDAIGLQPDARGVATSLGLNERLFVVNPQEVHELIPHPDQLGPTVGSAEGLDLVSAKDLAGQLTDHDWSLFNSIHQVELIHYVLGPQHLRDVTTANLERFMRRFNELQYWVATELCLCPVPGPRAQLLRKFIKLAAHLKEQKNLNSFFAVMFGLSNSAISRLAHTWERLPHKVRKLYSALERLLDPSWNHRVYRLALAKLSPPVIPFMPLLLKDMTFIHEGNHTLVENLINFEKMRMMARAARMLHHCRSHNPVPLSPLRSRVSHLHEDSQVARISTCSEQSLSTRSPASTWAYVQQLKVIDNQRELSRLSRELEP
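Nucleotide exchange assay: 100 nM EPAC1 with 250 nM Rap1B loaded with BODIPY-GDP and 50 uM GDP, room temperature. Fluorescence (480/540 nm) read every 5 min for 30 min; signal change normalized to 6.5 mM cAMP as full agonist.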
EPAC1 antagonist: antagonists of human EPAC1; O95398; EPAC1 GEF assay, Rap1b-BODIPY-GDP exchange fluorescence; Potency, µM (top dose mostly 115 µM), for the others: at the top dose activity change, negative = inhibition, most hits filed as inhibitors; hit rate 0.14% among 360,000;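 further: potency means the concentration at half of the fitted maximal effect; plate controls were vehicle for no effect and positive control for full effect; nearly all actives have a fitted effect of over 50% in size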
WRN inhibitor: blocks human WRN helicase | WRN helicase unwinding, fluorescent forked duplex, kinetic | hit rate 0.46% among 360,000 | Potency, µM (series often up to 114 µM), inactives show top-dose activity change, negative = inhibition, most hits filed as inhibitors; further: potency means the concentration at half of the fitted maximal effect; on the % scale 0 is the no-effect control and ±100 the full control effect; nearly all actives have a fitted effect of over 55% in size
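Fluorescence dequenching readout, ex 525 nm/em 598 nm, kinetic mode: forked duplex DNA (100 nM final) with adjacent fluorophore and quencher unwound by WRN (20 nM final) with 2 mM ATP. Compound preincubation 15 min, room temperature.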
CCT chaperon mod: cytosolic chaperonin activity modulation; hit rate 0.3% among 360,000; activity change, % (concentration not given with the values), hits read low; purified chaperonin ATPase assay, HTRF ADP detection, 30 min; in the data active means activity change below about -30%; further: on the % scale 0 is the no-effect control and ±100 the full control effect
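TRiC (40 or 20 nM final, by batch activity) in 30 mM Tris pH 7.4, 100 mM KCl, 5 mM MgCl2, 1 mM DTT was treated with compound at 76 uM single dose, then 10 uM ATP, 30 min at 37 °C. ADP was read by HTRF Transcreener.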
EPAC2 antag: antagonists of human EPAC2. EPAC2 GEF exchange of Rap1B-BODIPY-GDP, fluorescence. Potency, µM (titrated, usually from 114 µM), inactives show top-dose activity, negative = inhibition, most hits filed as inhibitors. hit rate 0.18% among 360,000; further: potency means the concentration at half of the fitted maximal effect; on the % scale 0 is the no-effect control and ±100 the full control effect; nearly all actives have a fitted effect of over 45% in size; many of its hits are not listed in these tables
Mm-Cpn inhibitor: M. maripaludis TRiC chaperonin inhibition. purified Mm-Cpn ATPase, ADP Transcreener TR-FRET. Potency, µM (doses to about 76.9 µM), without a hit: at the top dose activity, negative = inhibition, most hits filed as inhibitors. hit rate 0.031% among 330,000; further: potency means the concentration at half of the fitted maximal effect; on the % scale 0 is the no-effect control and ±100 the full control effect; nearly all actives have a fitted effect of over 80% in size
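ATP (10 uM final) was added to archaeal chaperonin (25 nM final) after 10 min exposure to test compound at 37°C; after 30 min further incubation, ADP was detected by competitive TR-FRET.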
PLK1 PBD block: inhibitors of human PLK1 polo-box domain binding. P53350. Plk1 PBD binding of FITC phosphopeptide, fluorescence polarization. Potency, µM, inactives show max response, negative = inhibition, usual class: inhibitors. hit rate 2.8% among 360,000. AID 720504; further: potency means the concentration at half of the fitted maximal effect; series mostly up to about 57 µM; on the % scale 0 is the no-effect control and ±100 the full control effect; nearly all actives have a fitted effect of over 65% in size
An asterisk follows results filed as active; ? = inconclusive; / = no result given; [ ] = another dose, or the depositor's remark. Unless noted, the call rests on the fitted dose curve; in most records, active means well fitted curve in the direction sought with a large enough effect; inconclusive means small, poorly fitted or top-dose-only effect, or another doubt; inactive means no such curve, though single readings can be large; an effect the other way counts as inactive or inconclusive. A portion of the library; rates above refer to the full screens.

Each structure is followed by: PI5P4K alpha inh	EPAC1 agonist	EPAC1 antagonist	WRN inhibitor	CCT chaperon mod	EPAC2 antag	Mm-Cpn inhibitor	PLK1 PBD block
Cc1noc(C)c1COc1ccccc1C(=O)NNC(=O)c1ccccc1F
→ 2	16%	1%	5%	0.7	2%	1%	-8%
O=C1OCC(Cn2c3ccccc3c3ccccc32)O1 (stereo not drawn)
→ /	3%	-1%	1%	1.4	-4%	-3%	-5%
COC(=O)c1ccc(NC(=O)CN(Cc2ccc(Cl)cc2)S(C)(=O)=O)cc1
→ /	2%	-16%	2%	-2.3	-25%	-2%	-14%
O=C(NC1(C(F)(F)F)OCCO1)c1ccc(F)cc1
→ -5	-11%	?	-3%	-1.9	-4%	1%	?
COc1ccc(C(=O)C2CCCN(C(=O)c3noc4c3CCCC4)C2)c(C)c1 (stereo not drawn)
→ 0	5%	9%	-7%	-1.2	-9%	-7%	-16%
CCCc1nc2oc3cc(OC)ccc3c(=O)c2c(=O)n1CCc1ccccc1
→ -8	-5%	10%	2%	1.6	2%	0%	0%
O=C(OCCN1C(=O)c2ccccc2C1=O)c1ccccc1
→ 6	1%	-1%	-18%	-3.2	-13%	2%	-6%
CCn1cnc2cc(NCc3ccc(N(C)C)cc3)ccc21
→ 1	13%	-3%	0%	-0.6	1%	3%	-6%
Cc1nc2ccc(C(=O)O)cc2[nH]1
→ -5	11%	-13%	-8%	-2.9	-8%	3%	1%
COc1ccc(Br)cc1S(=O)(=O)n1ccnc1C
→ -8	-8%	-8%	5%[57.1 µM]	-0.6	-3%	-3%	-8%
O=C1CN(C(=O)COC(=O)c2cccnc2Cl)c2ccccc2N1
→ 0	5%	-15%	7%	3.0	-10%	-3%	4%
Cc1cc(=O)[nH]c(N/N=C/c2ccc(F)cc2)n1
→ 4	7%	-1%	17%	0.2	4%	-12%	-15%
CC(C)CCCCCCNC(=S)Nc1ccc(S(=O)(=O)N2CCOCC2)cc1
→ -1	8%	-28%	-12%	-2.3	-22%	3%	?
CCOc1ccc(-n2c(C)nc3cc(C(=O)NCCCN4CCOCC4)ccc32)cc1
→ -10	6%	4%	2%	-1.9	0%	0%	-4%
CCN(CC)S(=O)(=O)c1ccc(OC)c(NS(=O)(=O)c2cccc(C(=O)O)c2)c1
→ 4	1%	-1%	2%	1.8	3%	2%	4%
COc1ccccc1NS(=O)(=O)c1cccc(C(=O)N2CCN(Cc3ccc4c(c3)OCO4)CC2)c1
→ 7	0%	16%	-7%	-0.4	21%	-1%	-6%
CCOC(=O)/C(C#N)=C1/SC(C)C(=O)N1c1ccc(Br)cc1 (stereo not drawn)
→ -1	6%	-7%	-2%	-3.8	-4%	-5%	-17%
CCN(c1ccccc1)S(=O)(=O)c1ccc(OC)c(NC(=O)COc2ccc(C(C)=O)cc2)c1
→ -2	4%	-16%	-11%	-2.5	0%	-4%	5%
O=C(NCCC1=CCCCC1)C1CC(=O)N(Cc2ccccc2)C1 (stereo not drawn)
→ -5	-4%	3%	-15%	-1.3	7%	0%	4%
O=C(CSc1nc2ccccc2[nH]1)Nc1cc(C(F)(F)F)ccc1N1CCOCC1
→ -5	12%	-12%	-6%	-1.8	-10%	4%	-13%
Cc1nn(C)c(Oc2ccc(Cl)cc2)c1C(=O)O
→ -2	3%	1%	0%	-2.2	-3%	1%	-4%
Cc1cccc(NC(=O)NNC(=O)COc2ccc(Cl)cc2)c1
→ 0	-9%	5%	10%	-1.5	-6%	-1%	-3%
O=C(Cc1cccs1)N1CCN(c2ccc([N+](=O)[O-])cc2)CC1
→ ?	12%	-18%	-14%	-2.0	-6%	1%	-17%
CC(C)(C)c1cc(C(C)(C)C)n(-c2ccccc2)n1
→ 14	-1%	-4%	4%	0.2	5%	2%	-8%
Cc1cc(Cl)ccc1OCC(=O)OCC(=O)NCCNC(=O)COC(=O)COc1ccc(Cl)cc1C
→ 24	-18%	2%	-11%	-0.9	5%	/	-2%
O=C(OCc1c(Cl)cccc1Cl)c1ccncc1
→ -6	2%	0%	3%	-4.9	-9%	0%	-12%
O=C(O)c1cc(NC(=O)c2ccc3c(c2)C(=O)N(Cc2ccccc2)C3=O)cc(C(=O)O)c1
→ -22	6%	10%	?	1.6	9%	2%	-1%
CC(=O)c1sc2nc(C)cc(C)c2c1N
→ /	-1%	1%	-19%	0.2	4%	0%	-4%
NNc1ccc(Cc2ccc(Cl)cc2Cl)nn1
→ 7	9%	8%	6%	-1.0	-10%	0%	-19%
CN(C)S(=O)(=O)c1ccc(C(=O)Nc2cc(S(=O)(=O)Nc3ccccc3Cl)ccc2N2CCCCC2)cc1
→ -16	7%	3%	-9%	-0.8	0%	?	?
CCOC(=O)c1[nH]c2ccc(OC)cc2c1NC(=O)c1cccc(OC)c1
→ 3	15%	-22%	-8%	-3.8	-20%	1%	-6%
CC/C(=N\NC(=O)c1ccc(N(C)C)cc1)c1ccccc1
→ 5	-8%	-9%	-1%	0.2	-7%	0%	?
O=C(Nc1ccc(NC(=O)C2CCCCC2)nc1)c1cccc(F)c1
→ 0	5%	2%	-2%	3.1	-1%	3%	-5%
COc1ccc(C(=O)COC(=O)c2ccc3c(c2)OCCO3)c(OC)c1
→ -26	-2%	-9%	-14%	-1.3	5%	-6%	-2%
CCN1CCN(C(=S)c2ccc(Cl)c(Cl)c2)CC1
→ -6	-6%	14%	9%	1.1	1%[57.1 µM]	-3%	11µM*
Cc1ccc(C(=O)NNC(=O)COC(=O)COc2ccccc2C#N)cc1
→ 0	1%	-6%	1%	-0.9	10%	-2%	2%
O=C(O)c1cc(-n2nnnc2SCc2ccc([N+](=O)[O-])cc2)ccc1Cl
→ -1	2%	-3%	-1%	-1.7	-9%	1%	-12%
Nc1c(C(=O)Nc2ccc(Cl)c(C(=O)O)c2)sc2nc3c(cc12)CCCC3
→ -20	-2%	1%	?	0.3	2%	-13%	-10%
Brc1cccc(-c2cnco2)c1
→ 0	5%	1%	5%	-0.2	-1%	-2%	-18%
Cc1cccc(C(=O)NC(=S)Nc2ccc(Cc3ccncc3)cc2)c1
→ 1	9%	-4%	-13%	-2.0	-17%	2%	?
CCN(C(=O)CN1C(=O)S/C(=C\c2ccccc2Cl)C1=O)C1CCS(=O)(=O)C1 (stereo not drawn)
→ 11	0%	3%	2%	1.2	13%	/	-1%
COc1cc(OC)cc(C(=O)NN2CCOCC2)c1
→ -4	-2%	-10%	3%	-2.5	3%	0%	-15%
CC(C)CC1C(=O)N(Cc2cn(Cc3ccco3)nn2)CCS(=O)(=O)N1Cc1ccc(-c2cccc(CO)c2)cc1 (stereo not drawn)
→ ?	-4%	-15%	-13%	-2.0	-5%	/	-11%
Cc1c(Cl)cccc1NC(=S)N1CCc2ccccc2C1
→ 3	5%	-13%	-5%	-4.3	-5%	0%	-20%
CCCCNC(=O)c1ccc2c(c1)N(C)C(=O)c1ccccc1S2
→ -7	-4%	8%	5%	-1.2	1%	2%	-14%
O=C1c2cnc3ncnn3c2CC2c3ccccc3CCN12 (stereo not drawn)
→ 2	8%	-3%	7%	-4.4	3%	1%	-7%
Cc1nc2ccccc2c(=O)n1NS(C)(=O)=O
→ -3	2%	-5%	-17%	-10	9%	1%	-7%
CCCCn1c(=O)[nH]c(=O)c2c1nc(-c1ccc([N+](=O)[O-])cc1)n2CC
→ -4	-3%	26%	10%	0.4	2%	0%	-5%
CNc1c(N)c(=O)oc2ccccc12
→ -6	10%	-3%	-2%	-1.1	2%	-6%	-28%
O=C(NCC1CCCO1)c1cccc(N2C(=O)C3C4C=CC(C4)C3C2=O)c1 (stereo not drawn)
→ -2	-1%	17%	7%	1.5	1%	1%	-2%
COc1ccc(OCC(=O)NCCS(=O)(=O)N2CCN(c3ccc(F)cc3)CC2)cc1
→ -2	-7%	6%	3%	-1.6	5%	-13%	-17%
CC(NS(=O)(=O)c1ccc(F)cc1)C(=O)NCc1ccncc1 (stereo not drawn)
→ 11	0%	13%	2%	1.2	1%	0%	-1%
O=C(O)Cn1cc(/C=N/NC(=O)c2cc3cc(Br)ccc3o2)c2ccccc21
→ -75*	5%	1%	?	1.9	-23%	-4%	-2%
CC(=O)c1cccc(NC(=O)CSc2n[nH]c(-c3ccncc3)n2)c1
→ 0	4%	2%	-16%	0.6	0%	2%	-2%
CC(=O)N(c1ccc(C(F)(F)F)cc1)S(=O)(=O)c1ccc(N2C(=O)CCC2=O)cc1
→ 1	1%	-21%	6%	-6.0	1%	-7%	2%
CC(=O)Nc1scc(C)c1-c1nc2ccccc2s1
→ 9	10%	12%	-8%	-2.6	-10%	-9%	-5%
COC(=O)/N=C/c1c(NCc2ccccc2)nc2c(C)cccn2c1=O
→ 15	5%	7%	-2%	-2.6	6%	-7%	-1%
COc1ccc(Cn2c(C(F)(F)F)ccc(C(N)=O)c2=O)cc1
→ 0	-1%	1%	-2%	-5.9	-6%	0%	0%
Cc1ccc(SCCCn2cncn2)cc1
→ -4	9%	-26%	3%	1.0	4%	1%	?
CCOC(=O)N1CCN(C(=O)c2cc(COc3ccc(Cl)cc3OC)on2)CC1
→ 2	11%	3%	-6%	-1.6	-6%	2%	-8%

Brought forward from above: two entries; new compounds follow.
Each structure is followed by: PI5P4K alpha inh	EPAC1 agonist	EPAC1 antagonist	WRN inhibitor	CCT chaperon mod	EPAC2 antag	Mm-Cpn inhibitor	PLK1 PBD block
Cc1ccc(SCCCn2cncn2)cc1
→ -4	9%	-26%	3%	1.0	4%	1%	?
CCOC(=O)N1CCN(C(=O)c2cc(COc3ccc(Cl)cc3OC)on2)CC1
→ 2	11%	3%	-6%	-1.6	-6%	2%	-8%
NS(=O)(=O)c1ccc(CCNC(=O)c2cc([N+](=O)[O-])ccc2N2CCCCC2)cc1
→ 1	9%	10%	9%	-0.9	-2%	1%	0%
COc1cc(OC)cc(C(=O)NCCNC(=O)c2ccco2)c1
→ 8	4%	11%	-12%	-0.9	12%	-8%	-9%
CC(C)C(C)NC(=O)COc1ccc([N+](=O)[O-])cc1Cl (stereo not drawn)
→ 7	-4%	?	-13%	-3.1	-5%	-10%	-8%
CCOC(=O)C1=C(C)N=C2SCCC(=O)N2C1c1sccc1C (stereo not drawn)
→ -2	-8%	11%	-2%	-0.8	13%	0%	-1%
CCN1C(=O)/C(=C/c2cccs2)SC1=Nc1ccc(OC)cc1
→ 6	15%	0%	-6%	-2.4	0%	-3%	-3%
